GLD-1 TGE inh: GLD-1-TGE RNA interaction inhibition (C. elegans); inhibition, % at 5.96 µM; purified GLD-1 + fluorescein TGE RNA, fluorescence polarization; actives 0.44% (n = 320,000); Q17339; AID 2280;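 active = percent inhibition above a per-plate cutoff, the plate mean of test compounds plus 3 SD, cut at about 30% in these data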;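 also: 0% = DMSO wells with GLD-1 and probe and 100% = wells lacking GLD-1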
PAFAH1B2 inh: inhibitors of human PAFAH1B2 | P68402 | recombinant PAFAH1B2, FP-rhodamine activity probe, fluorescence polarization | inhibition, % at 3.39 µM | actives 1.2% (n = 340,000);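 active = inhibition above the mean of all tested compounds plus 3 SD, cut at about 24% in these data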;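 also: 0% = enzyme with DMSO and 100% = wells lacking PAFAH1B2; many of its hits are not listed in these tables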
pPAFAH FP inh: inhibitors of human plasma PAF acetylhydrolase (pPAFAH) | inhibition, % at 3.39 µM | AID 463082 | Q13093 | recombinant pPAFAH, FP-rhodamine probe fluorescence polarization | actives 1.5% (n = 330,000);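 active = inhibition above the mean inhibition across the screen plus 3 SD, cut at about 25% in these data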;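 also: inhibitors block binding of the rhodamine activity-based probe so polarization drops; 0% = enzyme with DMSO and 100% = wells lacking pPAFAH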
Target sequence (Q13093 whole entry, looked up): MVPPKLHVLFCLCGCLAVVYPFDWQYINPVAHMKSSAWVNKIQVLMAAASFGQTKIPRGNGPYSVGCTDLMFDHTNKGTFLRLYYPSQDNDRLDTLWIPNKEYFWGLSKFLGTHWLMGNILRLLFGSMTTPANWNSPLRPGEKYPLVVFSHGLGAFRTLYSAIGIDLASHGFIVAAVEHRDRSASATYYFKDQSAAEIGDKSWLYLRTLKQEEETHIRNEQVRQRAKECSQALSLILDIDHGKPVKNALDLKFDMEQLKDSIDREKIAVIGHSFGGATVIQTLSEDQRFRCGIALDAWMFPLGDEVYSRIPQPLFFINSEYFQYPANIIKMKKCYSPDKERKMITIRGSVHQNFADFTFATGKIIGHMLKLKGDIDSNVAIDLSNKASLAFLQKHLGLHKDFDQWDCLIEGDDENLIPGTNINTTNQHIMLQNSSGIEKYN
MEX-5 binding: C. elegans MEX-5 TCR-2 RNA binding activity | Q9XUB2 | actives 0.38% (n = 300,000) | MEX-5/FITC-TCR2 RNA binding, fluorescence polarization; active compounds read low | activity score (negative = inhibition of binding), % at 10 µM;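 active = inhibition past about -25% in most replicates, and total fluorescence under double the plate's negative control median, limit read from the data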;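 also: 0% = DMSO and -100% = 5 µM competing unlabeled TCR2 RNA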
Fam108B inh: counter-screen for RBBP9 inhibitors: inhibitors of mouse Fam108B. recombinant Fam108B, FP-Rh probe fluorescence polarization. inhibition, % at 9.51 µM. actives 0.33% (n = 300,000). AID 1947;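 active = inhibition above the screen mean inhibition plus 3 SD, computed separately per campaign, cut at about 18% in these data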;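 also: inhibitors lower polarization as less probe binds the enzyme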
BCLXL inh: blocks human Bcl-xL binding to Bim BH3 peptide | AID 2129 | inhibition, % at 10.9 µM | GST-Bcl-xL / FITC-Bim BH3 peptide fluorescence polarization | actives 0.7% (n = 320,000) | Q07817;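 active = inhibition above the mean of all tested compounds plus 3 SD, cutoff set per campaign, cut at about 30% in these data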;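 also: 0% = DMSO wells and 100% = unlabeled Bim-BH3 peptide competitor; inhibitors lower millipolarization by displacing the labeled peptide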
Target sequence (Q07817 whole entry, looked up): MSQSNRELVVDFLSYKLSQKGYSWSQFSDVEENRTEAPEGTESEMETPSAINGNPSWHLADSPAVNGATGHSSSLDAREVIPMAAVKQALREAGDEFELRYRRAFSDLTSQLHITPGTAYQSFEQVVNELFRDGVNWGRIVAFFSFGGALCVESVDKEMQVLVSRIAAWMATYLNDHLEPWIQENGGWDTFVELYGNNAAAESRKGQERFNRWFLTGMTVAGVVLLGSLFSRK
PME-1 primary: blocks human protein phosphatase methylesterase 1; inhibition, % at 5.9 µM; actives 0.53% (n = 320,000); recombinant PME-1, FP-Rh probe fluorescence polarization;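 active = inhibition above the campaign mean of all compounds plus 3 SD, cut at about 26% in these data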;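 also: competitive labeling of PME-1 active site by serine hydrolase directed probe; 0% = PME-1 with DMSO and 100% = wells lacking PME-1 enzyme; inhibitors block probe labeling so polarization falls and inhibition rises; many of its hits are not listed in these tables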
Target sequence (Q9Y570 whole entry, looked up): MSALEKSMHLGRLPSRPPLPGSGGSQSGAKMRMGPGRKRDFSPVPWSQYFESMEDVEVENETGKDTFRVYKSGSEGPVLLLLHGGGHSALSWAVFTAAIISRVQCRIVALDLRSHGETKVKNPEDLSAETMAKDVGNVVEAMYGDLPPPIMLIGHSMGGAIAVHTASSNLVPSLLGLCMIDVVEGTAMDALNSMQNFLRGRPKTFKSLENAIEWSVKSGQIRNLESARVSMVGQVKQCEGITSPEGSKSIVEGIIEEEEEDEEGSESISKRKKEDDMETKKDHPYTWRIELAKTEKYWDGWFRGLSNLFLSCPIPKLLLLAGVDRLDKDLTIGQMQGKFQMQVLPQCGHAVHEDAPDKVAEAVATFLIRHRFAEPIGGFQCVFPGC
MCL1-BIM inh: disrupts human MCL1 binding to BIM-BH3 peptide; Q07820; GST-MCL1 / FITC-Bim-BH3 fluorescence polarization; inhibition, % at 10.9 µM; actives 0.68% (n = 320,000); AID 2057;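 active = inhibition above the mean inhibition of all tested compounds plus 3 SD, set per campaign, cut at about 40% in these data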;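 also: 0% = DMSO wells and 100% = unlabeled Bim-BH3 peptide control; higher means more loss of mP so more displacement of Bim peptide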
AHR activator: human AHR activation; P35869; AID 2796; actives 2.5% (n = 320,000); activation, % at 5 µM; AHR-responsive luciferase reporter cells, luminescence; in the data active = activation above about 47%;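 also: 0% = vehicle wells and 100% = reference agonist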
Active calls of the source: *; / = not tested or not shown. This is a subset; the hit share may differ from the screen's.

molecule | GLD-1 TGE inh | PAFAH1B2 inh | pPAFAH FP inh | MEX-5 binding | Fam108B inh | BCLXL inh | PME-1 primary | MCL1-BIM inh | AHR activator
O=C(NCc1ccc(F)cc1)c1cc(-c2cccs2)on1 | 3.3 | 1.9 | -0.1 | -1.2 | -4.8 | 4.9 | -0.7 | 7.2 | -2.4
CC(=O)Nc1c2c(nn1-c1cccc(C)c1)CSC2 | 1.1 | 2.1 | 3.4 | 1.0 | 1.1 | -0.3 | 2.1 | 0.8 | 3.0
C/C(CC(=O)Nc1ccc2c(c1)OCCO2)=N\NC(=O)c1ccccc1Cl | -8.4 | 2.2 | 3.8 | -2.8 | 0.9 | 4.4 | 2.3 | 4.9 | 3.0
CCOC(=O)C1C(C)=C(Nc2ccc(OC)cc2)C(=O)N1c1ccc(OC)cc1 (configuration not stated) | 4.9 | 4.0 | -1.1 | 1.2 | 0.3 | 6.3 | 4.7 | 5.5 | 0.3
CC(O)c1nc2ccccc2n1CC(=O)Nc1ccc(F)cc1Cl (configuration not stated) | 10.0 | 4.5 | -2.4 | 0.3 | -0.3 | -3.0 | 3.6 | -1.2 | 1.3
COc1cc(C(=O)NNC(=O)C2CCCC2)cc(OC)c1OC | 1.1 | 3.8 | -2.1 | -1.1 | -1.4 | -0.7 | 1.7 | -0.8 | 1.2
CCOc1ccc(-c2[nH]ncc2Oc2ccccc2OC)c(O)c1 | 6.4 | 2.1 | 8.6 | -0.7 | -2.2 | 1.0 | 6.2 | 1.4 | 28.8
O=C(NC1CCN(Cc2ccccc2)CC1)c1cccc(S(=O)(=O)Nc2cc(C(F)(F)F)ccc2Cl)c1 | 1.9 | 1.1 | -1.4 | -3.2 | 0.8 | 3.5 | 9.1 | 4.5 | 6.6
COc1ccc([C@H]2CC(=O)C=C(c3cccc4c3sc3ccccc34)C2)cc1OC | -5.8 | -0.7 | -10.3 | / | / | -0.1 | -15.3 | 8.6 | 10.1
Cn1c(=O)c2c(nc(SCC(=O)NC3CCCC3)n2C)n(C)c1=O | -4.4 | 2.6 | -3.9 | -4.0 | -1.6 | -4.4 | 3.3 | -4.1 | 7.6
Cc1cccc(C2c3[nH]c4ccccc4c3CCN2C(=O)c2cc(CC(C)C)[nH]c(=O)n2)n1 (configuration not stated) | -0.4 | 5.5 | 0.4 | -2.9 | -3.4 | 3.0 | -2.0 | -0.8 | 13.2
COCCNC(=O)C1(C)C=CC2(CCCCC2)N1C(=O)c1ccccc1 (configuration not stated) | -8.7 | 11.1 | 1.1 | -0.5 | -5.4 | 3.8 | 3.3 | 7.0 | 5.5
Cc1cc(OCC(=O)C(C)(C)C)c2c(C)c(C)c(=O)oc2c1 | 3.0 | 1.8 | 1.3 | 1.0 | 2.2 | -5.9 | -0.1 | 1.8 | 2.2
CCCCN1CC(=O)N2[C@H]3c4ccccc4OC[C@@H]3[C@H](C(=O)OCC)[C@]2(C)C1=O | 3.8 | 10.8 | 3.5 | / | / | / | / | / | -0.1
O=C(O)CC(NNC(=O)c1ccccc1)C(=O)Nc1ccc([N+](=O)[O-])cc1 (configuration not stated) | -1.1 | 2.4 | -0.8 | 1.3 | -4.4 | 1.7 | 6.4 | 0.6 | 9.1
CC(=O)c1c(C)[nH]c(C2=NNC(=NC(C)(C)C)SC2)c1C | 3.2 | -3.8 | -0.2 | 3.1 | 1.5 | 10.8 | 1.1 | 15.7 | 6.4
Cc1ccc(NC(=O)COC(=O)C2CCN(c3ccc(C(F)(F)F)cn3)CC2)cc1 | 7.3 | 8.9 | 6.6 | / | / | -5.9 | 0.3 | -5.8 | 0.3
COc1cc(C(=O)NC(=S)N(CCc2ccccc2)CCc2ccccc2)cc(OC)c1OC | 1.0 | 3.5 | 3.0 | 0.1 | -1.3 | 1.6 | -2.5 | 5.9 | 7.5
CN1N=C2c3ccccc3CCC2C1c1ccc(C(F)(F)F)cc1 (configuration not stated) | 6.1 | / | -3.0 | 1.3 | -0.2 | -3.7 | -1.2 | -6.3 | 21.2
CCCCC(=O)Nc1c2c(nn1-c1ccc([N+](=O)[O-])cc1)CS(=O)(=O)C2 | 5.7 | 0.3 | 16.6 | 0.4 | 2.0 | 2.9 | -3.9 | 1.1 | 1.3
CCN1CCCC1CNCc1ccccc1OCc1ccc(F)cc1 (configuration not stated) | 1.2 | 2.4 | 4.6 | 0.1 | -1.6 | 5.0 | 2.0 | -0.8 | 0.0
O=C(NNC(=O)c1ccc(F)cc1F)c1ccc(-n2cnnn2)cc1 | 3.7 | 1.9 | 0.3 | -0.5 | -1.5 | 4.4 | 7.9 | 30.6 | 0.7
Cc1occc1C(=O)N/N=C/C(Br)=C/c1ccccc1 | -3.0 | 7.6 | -7.3 | 0.4 | -7.2 | -11.7 | -4.1 | -17.8 | -3.4
Cc1cccc(NC(=O)CSc2nnc(Cc3ccccc3)o2)c1 | 0.5 | 7.4 | -7.9 | 1.0 | 2.4 | 7.3 | -4.8 | 5.9 | 12.9
CCN(CC)C1CCCCC1NS(=O)(=O)c1ccc(Cl)cc1 (configuration not stated) | 4.6 | 1.6 | -1.4 | 0.2 | 1.0 | 7.9 | 8.0 | 5.6 | 0.8

Arranged by molecular weight (high to low): some entries from above
molecule | GLD-1 TGE inh | PAFAH1B2 inh | pPAFAH FP inh | MEX-5 binding | Fam108B inh | BCLXL inh | PME-1 primary | MCL1-BIM inh | AHR activator
CCCCC(=O)Nc1c2c(nn1-c1ccc([N+](=O)[O-])cc1)CS(=O)(=O)C2 | 5.7 | 0.3 | 16.6 | 0.4 | 2.0 | 2.9 | -3.9 | 1.1 | 1.3
Cc1occc1C(=O)N/N=C/C(Br)=C/c1ccccc1 | -3.0 | 7.6 | -7.3 | 0.4 | -7.2 | -11.7 | -4.1 | -17.8 | -3.4
CC(=O)Nc1c2c(nn1-c1cccc(C)c1)CSC2 | 1.1 | 2.1 | 3.4 | 1.0 | 1.1 | -0.3 | 2.1 | 0.8 | 3.0

Next part:
molecule | GLD-1 TGE inh | PAFAH1B2 inh | pPAFAH FP inh | MEX-5 binding | Fam108B inh | BCLXL inh | PME-1 primary | MCL1-BIM inh | AHR activator
O=C(c1ccco1)N1CCN(c2nc3ccccc3c(=O)n2-c2ccccc2)CC1 | -4.9 | -4.7 | -12.2 | -0.4 | -2.2 | -6.1 | 3.2 | -4.8 | 1.6
O=C(OCCN1C(=O)c2ccccc2C1=O)c1ccc(S(=O)(=O)N2CCCCCC2)cc1 | 11.6 | 9.8 | -1.9 | / | 2.8 | 0.1 | 1.8 | -3.8 | 1.3
Cc1cccnc1NC(=O)C1COc2ccccc2O1 (configuration not stated) | -3.6 | 3.5 | -1.5 | -1.1 | -1.6 | 5.3 | 2.3 | 5.2 | -1.3
CCOc1cc(C=O)c(Br)cc1OC1CCCC1 | 0.2 | 0.0 | 5.2 | 0.7 | -1.9 | 1.9 | 1.9 | -0.5 | -0.2
Cc1cccc(Cn2c(SCC(=O)Nc3ccccc3)nc3c2c(=O)[nH]c(=O)n3C)c1 | -0.2 | 11.9 | 0.7 | -7.4 | -3.6 | -2.5 | 10.2 | -6.4 | 4.0
Cc1cc(C)c(C(=O)COC(=O)CN2C(=O)NC3(CCCC3)C2=O)cc1C | 0.3 | 1.8 | 2.5 | / | / | / | / | / | -0.4
CSc1ccccc1C(=O)N1CCCCC1 | 1.0 | 4.0 | 0.2 | -4.2 | 0.2 | 9.3 | -0.6 | -0.2 | 1.6
Cc1cccc(NC(=O)CN2C(=O)S/C(=C\c3cccn3-c3cccc(C(=O)O)c3)C2=O)c1 | -0.4 | -2.6 | -2.4 | -9.9 | -7.8 | 4.7 | -5.1 | 2.6 | -0.9
COc1ccc(-c2nnc(NC(=O)c3ccccc3C)o2)cc1 | -5.1 | -1.0 | -0.3 | -2.9 | -2.8 | -7.1 | 0.4 | -8.8 | 6.5
COc1ccc2c(c1)c1ncn(CC3CCCO3)c(=O)c1n2C (configuration not stated) | 4.2 | 3.0 | 6.0 | / | 2.0 | 0.3 | -2.9 | -2.1 | 8.2
C/C(=N\NC(=O)c1nnn(-c2nonc2N)c1-c1cccs1)c1cccnc1 | -1.3 | 2.6 | 4.0 | 0.1 | -0.1 | -2.6 | 4.9 | -0.5 | 63.2*
CC(C)[C@H](NC(=O)c1ccco1)C(=O)N(C)Cc1ccc(C(F)(F)F)cc1 | 7.0 | 9.5 | 1.8 | -2.2 | -0.5 | -2.4 | 1.1 | 0.9 | -2.1
O=C(c1ccc(CS(=O)c2ccccc2Cl)o1)N1CCOCC1 (configuration not stated) | 1.2 | 4.2 | 4.8 | -0.9 | 0.5 | 0.5 | -4.0 | -4.6 | 2.1
Cc1cccc2cc(C#N)c(N3CCN(C)CC3)nc12 | -2.2 | -1.6 | 6.0 | -1.1 | -2.1 | 5.7 | -6.8 | 2.9 | 6.9
CCN1CCN(CCCNC(=O)C2c3ccccc3C(=O)N(c3ccc(OC)cc3)C2c2ccc(OC)cc2)CC1 (configuration not stated) | 1.7 | 0.4 | 1.5 | -4.6 | 0.8 | -1.3 | 2.2 | -0.2 | 0.0
CCNc1ccc(C(=O)OCC(=O)NCc2ccc(C)cc2)cc1[N+](=O)[O-] | -1.9 | 0.7 | -2.3 | 1.0 | -10.4 | -0.4 | 2.3 | 0.0 | 3.4
Nc1c(N(Cc2ccccc2)C(=O)COc2cccc(Cl)c2)c(=O)[nH]c(=O)n1Cc1ccccc1 | 8.5 | 3.1 | 3.5 | -0.1 | -1.2 | 4.5 | 7.0 | -0.1 | -1.0
N#Cc1cc[n+](CC(=O)c2ccc(NC(=O)c3ccccc3)cc2)cc1 | -3.4 | -2.9 | 3.1 | -5.6 | 9.7 | 6.7 | 1.0 | 5.3 | -1.5
N#Cc1cccc(C#N)c1Oc1ccc(N)cc1 | 0.3 | 4.9 | -0.6 | 2.7 | -3.3 | 2.2 | 1.8 | 5.0 | 0.9
COc1ccc(C23CC4CC(CC(C(=O)O)(C4)C2)C3)c(F)c1 | -1.6 | -1.8 | -1.1 | 0.8 | -0.8 | 4.7 | -0.9 | 0.7 | -0.6
Cc1nc2sccn2c1-c1nc(-c2cc3ccccc3o2)cs1 | 1.3 | -2.4 | -1.0 | -3.2 | -3.2 | 2.5 | 2.6 | 0.4 | 53.9*
COc1ccc(C(=O)C2CCCN(S(=O)(=O)c3cccc(C)c3)C2)c(C)c1 (configuration not stated) | 2.6 | 1.0 | 2.8 | -0.1 | -5.0 | 6.4 | 1.3 | 5.4 | 5.8
O=C(Nc1ccccc1F)C1(c2ccccc2)CC1(Cl)Cl (configuration not stated) | 0.9 | 17.4 | 5.1 | -0.4 | -0.4 | 1.0 | 2.4 | 9.1 | -1.5
CC(=O)N1CCN(C(=O)Nc2cccc(C(F)(F)F)c2)CC1 | -2.4 | -1.1 | 8.6 | -4.4 | 0.0 | -0.1 | 5.1 | 2.5 | 9.9
Cc1cccc(NC(=S)N2CCN(c3ccccc3)CC2)c1 | 1.1 | / | 7.5 | -1.0 | -2.6 | 9.6 | -1.2 | 5.9 | -1.3
CCO[C@H]1OC(C(=O)O)=C[C@@H](C(C)(C)C)[C@@H]1CCCO | -0.5 | 6.6 | 5.3 | 0.2 | 11.5 | -1.8 | 2.6 | 0.7 | 2.3
S=C(NCc1ccccc1)Nc1ccc2cn[nH]c2c1 | -4.5 | 2.2 | -0.3 | 0.0 | 0.7 | -2.2 | 1.9 | -0.6 | 6.9
CN(C)S(=O)(=O)c1cccc(NC(=O)c2ccc(Sc3nncn3C)c([N+](=O)[O-])c2)c1 | -1.8 | 2.3 | 0.6 | 1.3 | 3.1 | -0.6 | 7.4 | 0.8 | 2.5
